Rab9 prom act – activators of Rab9 promoter | Potency, µM (highest dose often 9.22 µM), without a hit: at the top dose activation, negative = inhibition, actives largely listed as activators | Huh7 Rab9 promoter-luciferase reporter, luminescence, 24 h | 320,000 compounds, 2.8% hits; also: potency is read from the fitted curve at half-maximal effect; % of control where 0% means no effect; nearly all actives have a fitted effect of over 60% in size
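Measured in stably transfected Huh7 cells bearing a Rab9 promoter–luciferase construct: 24 h compound treatment at 37 °C, followed by luminescence detection.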
FLuc counter – firefly luciferase modulation, counter-screen for miR-21 project. P08659. purified FLuc, Km substrates, luminescence inhibition. Potency, µM (series often up to 57.5 µM), for the others: at the top dose activity change, negative = inhibition, usual class: inhibitors. 360,000 compounds, 6.9% hits. AID 588342;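 also: potency is read from the fitted curve at half-maximal effect; plate controls were vehicle for no effect and reference inhibitor for full effect; nearly all actives have a fitted effect of over 55% in size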
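Biochemical qHTS of compounds, final roughly 60 µM downward over six points, against 10 nM purified firefly luciferase using Km concentrations of substrates (10 uM D-luciferin, 10 uM ATP) in Tris acetate pH 7.5 buffer; luminescence output.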
NPC1 promoter act – NPC1 promoter activation; Huh7 NPC1 promoter luciferase reporter, 24 h; Potency, µM (highest dose often 9.22 µM), for the others: at the highest dose activation, actives largely listed as activators; 320,000 compounds, 2.4% hits;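 also: potency is read from the fitted curve at half-maximal effect; % of control where 0% means no effect; nearly all actives have a fitted effect of over 60% in size; reporter is driven by a mutant NPC1 promoter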
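Huh7 reporter cells (NPC1 promoter driving luciferase) are dosed with compound for 24 h at 37 °C, 5% CO2; luciferase detection reagent is then added and luminescence measured after 10 min at ambient temperature.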
RORg inh – inhibitors of mouse ROR gamma transcriptional activity | P51450 | Drosophila S2 Gal4-RORgamma UAS-luciferase reporter, 20 h | Potency, µM (top dose mostly 53.6 µM), without a hit: at the highest dose activity change, negative = inhibition, actives largely listed as inhibitors | 310,000 compounds, 5.4% hits | AID 2551; also: potency is read from the fitted curve at half-maximal effect; % is scaled to controls: 0 for no effect and ±100 for the full control effect; nearly all actives have a fitted effect of over 60% in size
Target sequence (P51450 whole entry, looked up, the tested form may be a part): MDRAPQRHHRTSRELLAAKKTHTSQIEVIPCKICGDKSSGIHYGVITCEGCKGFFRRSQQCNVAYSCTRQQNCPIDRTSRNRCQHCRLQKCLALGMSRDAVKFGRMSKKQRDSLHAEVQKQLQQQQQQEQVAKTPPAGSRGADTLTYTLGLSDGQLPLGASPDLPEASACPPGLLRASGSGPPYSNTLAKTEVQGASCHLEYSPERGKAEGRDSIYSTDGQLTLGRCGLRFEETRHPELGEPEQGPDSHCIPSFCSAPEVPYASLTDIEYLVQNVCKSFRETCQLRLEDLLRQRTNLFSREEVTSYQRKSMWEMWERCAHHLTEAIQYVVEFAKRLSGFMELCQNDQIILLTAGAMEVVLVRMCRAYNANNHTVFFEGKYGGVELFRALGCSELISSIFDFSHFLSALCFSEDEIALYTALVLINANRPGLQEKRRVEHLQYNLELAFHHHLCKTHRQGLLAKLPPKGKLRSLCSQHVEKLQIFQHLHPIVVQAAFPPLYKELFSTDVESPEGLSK
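Read-out: Photinus luciferase luminescence; inhibitors lower reporter signal. Insect Schneider cells with Gal4-ROR gamma fusion under metallothionein promoter, UAS reporter; 700 uM final copper sulfate induction, 20 hr, ambient temperature.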
BRCA1 expr act – BRCA1 expression activation. Potency, µM (doses to about 46.1 µM), inactives show at the top dose activation, actives largely listed as activators. AID 624202. 380,000 compounds, 1.1% hits. MCF7-BRCA1-FFLuc reporter, luminescence, 48 h; response scale: scaled: vehicle 0%, 10 µM genistein 100%; also: potency is read from the fitted curve at half-maximal effect; nearly all actives have a fitted effect of over 80% in size; some results filed as inactive show a strong effect at the top dose
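Luminescence from a BRCA1-driven firefly luciferase in MCF7 cells was read after 48 h compound exposure at 37 C. Data normalized against DMSO and a 10microM genistein activation control, then curve-fitted across the titration.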
ELG1 repair inh – ELG1-dependent DNA repair inhibition | HEK293T ELG1-luciferase reporter, luminescence, 16 h; DNA damage induced by 5-fluorouridine | AID 504467 | 330,000 compounds, 2.3% hits | Potency, µM (titrated, usually from 46.1 µM), inactives show top-dose activity change, negative = inhibition, most hits filed as inhibitors; also: potency is read from the fitted curve at half-maximal effect; % is scaled to controls: 0 for no effect and ±100 for the full control effect; nearly all actives have a fitted effect of over 55% in size
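Step one: seed 2,000 cells per well. Step two: pin-transfer compound or DMSO alongside 5-fluorouridine. Step three: incubate 16 hr, 37 °C, 5% CO2. Step four: add ONE-Glo, wait 30 min, read luminescence.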
ELG1 genotox – induces genotoxicity in HEK293T cells with luciferase-tagged ELG1; AID 504466; Potency, µM (highest dose often 46 µM), without a hit: at the highest dose activity change, positive = activation, hits mostly activators; 330,000 compounds, 1.3% hits; HEK293T ELG1-luciferase reporter, luminescence, 16 h; also: potency is read from the fitted curve at half-maximal effect; % of control where 0% means no effect; nearly all actives have a fitted effect of over 60% in size
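Cells (2,000/well) expressing the ELG1-luciferase fusion are dosed by pin tool and kept 16 hr at 37 °C, 5% CO2. Signal comes from ONE-Glo luciferase reagent after 30 min at room temperature.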
Gal4-VP16 FLuc – counter-screen for ROR gamma inhibitors: Gal4-VP16 reporter; Drosophila S2 Gal4-VP16 UAS-luciferase, luminescence, 20 h; Potency, µM (top dose mostly 53.6 µM), without a hit: at the highest dose activity, negative = inhibition, usual class: inhibitors; 310,000 compounds, 3.5% hits;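 also: Gal4-VP16 expression switched on by copper sulfate through the metallothionein promoter; potency is read from the fitted curve at half-maximal effect; % is scaled to controls: 0 for no effect and ±100 for the full control effect; nearly all actives have a fitted effect of over 50% in size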
TRPV1 ag – human TRPV1 agonism | TRPV1-expressing cells, Fluo-8 calcium influx, agonist mode | AID 540275 | Q8NER1 | 320,000 compounds, 0.19% hits | activation, % at 8.33 µM; in the data active = activation above about 80%; inconclusive = between about 30% and that limit; also: 0% is about no effect
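TRPV1-expressing cells were cultured overnight at 35.5C and loaded with Fluo-8 calcium dye for 40 to 90 min at room temperature. After a 10 s baseline, compound was added and calcium influx was read kinetically for 3 min (ex 480/em 520 nm).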
Tb PFK block – blocks T. brucei phosphofructokinase | O15648 | T. brucei PFK, ADP-Glo luminescence | Potency, µM (titrated, usually from 57.5 µM), without a hit: top-dose activity, negative = inhibition, hits mostly inhibitors | 330,000 compounds, 0.17% hits;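 also: potency is read from the fitted curve at half-maximal effect; 0% = uninhibited 1x PFK enzyme wells and -100% = no-enzyme wells; nearly all actives have a fitted effect of over 60% in size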
Target sequence (O15648 whole entry, looked up): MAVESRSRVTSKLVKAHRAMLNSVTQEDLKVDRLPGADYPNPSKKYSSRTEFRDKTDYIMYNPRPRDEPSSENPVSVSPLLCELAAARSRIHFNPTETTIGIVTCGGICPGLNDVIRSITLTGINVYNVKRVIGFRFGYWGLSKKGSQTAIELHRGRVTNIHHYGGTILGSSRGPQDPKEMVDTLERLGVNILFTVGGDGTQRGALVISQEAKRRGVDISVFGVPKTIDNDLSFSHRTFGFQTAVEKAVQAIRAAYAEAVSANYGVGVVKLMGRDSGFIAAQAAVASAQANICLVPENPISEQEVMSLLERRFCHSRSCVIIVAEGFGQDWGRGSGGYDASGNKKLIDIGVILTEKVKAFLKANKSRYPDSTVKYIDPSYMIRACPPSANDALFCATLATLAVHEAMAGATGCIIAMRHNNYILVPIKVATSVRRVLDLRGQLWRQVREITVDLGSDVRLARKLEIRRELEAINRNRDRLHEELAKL
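Activity is normalized to no-enzyme wells (full inhibition) and 1.25 nM enzyme wells (no inhibition). Reaction: 0.5 mM F6P, 0.1 mM ATP, 45 min RT, ADP-Glo luminescence; concentration-response curves fitted and classed by quality.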
p53 reactivation – restores transcriptional activity of mutant p53. H1299 p53-A138V BP100-luciferase reporter, luminescence, 24 h. Potency, µM (series often up to 92.2 µM), for inactives: at the top dose activity change, positive = activation, hits mostly activators. 320,000 compounds, 0.063% hits; also: potency is read from the fitted curve at half-maximal effect; % of control where 0% means no effect; nearly all actives have a fitted effect of over 45% in size
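H1299 (p53-null), stable ts p53-A138V + BP100-Luc; 1000 cells/well, Opti-MEM/10% FBS; cpd 4 pt, 1:5; 24 h, 37 deg C, 5% CO2; detection reagent 10 min RT; luminescence.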
* hit, by the source's call; u = inconclusive; x = not tested or not shown; [ ] = remark or other dose. Unless noted, calls follow the shape of the dose curve; as a rule, active = well fitted curve in the direction sought with a large enough effect; inconclusive = small, poorly fitted or top-dose-only effect, or another doubt; inactive = no such curve, though single readings can be large; an effect the other way counts as inactive or inconclusive. Outcome played no part in choosing rows; about 15% have a hit in one of these screens.

SMILES	p53 reactivation	NPC1 promoter act	ELG1 repair inh	Gal4-VP16 FLuc	FLuc counter	ELG1 genotox	TRPV1 ag	Tb PFK block	Rab9 prom act	BRCA1 expr act	RORg inh
Cc1ccc(S(=O)(=O)Nc2ccc(F)cc2)cc1C(=O)N1CCOCC1	3%	x	0%	x	x	1%	x	8%	x	2%	x
CC(=O)Nc1ccc(NC(=O)CSc2nnc(NC(=O)C3CC(=O)N(c4ccccc4)C3)s2)cc1 (configuration not stated)	u	-4%	-5%	-4%	3%	7%	-3	2%	-2%	7%	-24%
CCN(CC)c1ccc(C(=O)Nn2cnc3ccccc3c2=O)cc1	6%	3%	16%	-16%	u	7%	-6	-1%	16%	19%	17%
Cc1cc(N(C)C(=O)c2ccc3c(c2)S(=O)(=O)c2cc(Cl)ccc2C3=O)c(C(F)(F)F)o1	-4%	x	3%	x	x	8%	x	7%	x	-3%	x
Cc1nn(-c2ccc(C(=O)O)cc2)c(C)c1Cl	0%	-1%	u	22%	-14%	6%	-1	2%	-1%	23%	-18%
CCCN(CCC)CCCNC(=S)Nc1ccc2nc(N3CCN(C)CC3)cc(C)c2c1	21%	-14%	10%	-6%	0%	-4%	-1	-9%	-6%	-1%	-17%
CC1CCN(C(=O)CSc2nc3ccccc3s2)CC1	u	2.8µM*	u	11%	12µM*	12µM*	u	0%	2.8µM*	u	17%
Cc1ccc(S(=O)(=O)Nc2nc(C)c(C(=O)Nc3ccccc3)s2)cc1	7%	-3%	8%	-2%	-18%	-1%	-2	-1%	1%	-15%	25%
CN(C)C1(CNC(=O)C2CCN(S(=O)(=O)c3c(Cl)cccc3Cl)CC2)CCCCC1	10%	-4%	-2%	x	-1%	1%	0	1%	-2%	-21%	x
O=c1c2c3c(sc2ncn1/N=C/c1ccc([N+](=O)[O-])o1)CCCC3	7%	-10%	-2%	-28%	-12%	4%	1	-5%	-15%	-6%	-19%
COC(=O)Cc1ccc(NC(=S)Nc2ccc(N3CCOCC3)cc2)cc1	11%	0%	5%	-6%	-4%	0%	1	0%	-4%	0%	-39%
CC(=O)Nc1ccc(S(=O)(=O)N(C)c2ccccc2)cc1	-7%	-3%	-9%	-1%	1%	-2%	-1	4%	3%	-3%	-5%
O=C1CC(=O)C(n2cncn2)C(c2c(F)cccc2Cl)C1 (configuration not stated)	0%	0%	18%	0%	3%	-1%	4	0%	9%	7%	-1%
CC(=O)c1c(C)[nH]c(C(=O)OCC(=O)NCCC(C)C)c1C	3%	-15%	u	-4%	-3%	-8%	5	-4%	-14%	-43%	42%
CC1(C)NC(=O)N(CCCSc2ccc(Cl)cc2)C1=O	-1%	-5%	-16%	2%	0%	-4%	25	4%	1%	18%	25%
CCOC(=O)c1c(S(=O)(=O)Nc2ccc(F)cc2C)c(C)n(C)c1C	-14%	-1%	5%	1%	3%	-1%	1	-3%	-2%	-16%	2%
Cn1nnnc1SCc1nnc(-c2ccc(F)cc2)o1	29%	19%	u	17%	-18%	12%	-8	0%	30%	73%	14%
COc1ccccc1Nc1nnc(SCc2cc(=O)n3cc(C)ccc3n2)s1	-4%	-3%	u	u	-4%	-7%	3	0%	2%	9%	43%
CCn1c(SCC(=O)Nc2cc(C)on2)nc2c([nH]c3ccccc32)c1=O	-5%	2%	13%	u	0%	u	-2	1%	4%	-56%	u
c1ccc(C2=Nc3cccnc3C(c3ccccc3)=NN2)cc1	-4%	2%	u	0%	u	7%	5	-2%	-6%	u	-22%
CCC(=O)NC(=S)Nc1ccc(NC(=O)COc2ccc([N+](=O)[O-])cc2)cc1	-2%	-2%	u	-1%	-7%	-11%	1	-12%	-4%	2%	-8%
O=C(Nc1cnn(Cc2ccccc2)c1)NC12CC3CC(CC(C3)C1)C2	22%	18%	u	13%	u	1%	24	-1%	19%	24%	-5%
CCCCCCCCCC(=O)Nc1cccnc1	-1%	0%	-6%	0%	-5%	-3%	u	4%	-1%	x	13%
Cc1onc(-c2c(F)cccc2Cl)c1C(=O)OCC(=O)c1c[nH]c2ccccc12	1%	-4%	23µM*	u	-8%	-11%	3	-4%	-3%	-63%	u
CC(=O)c1cc(-c2ccccc2)n(CCC(=O)NC(C)(C)C)c1C	-3%	-8%	18%	-16%	3%	-6%	u	1%	-2%	-9%	1%
COc1ccc(NC(=O)c2nc[nH]c2C(=O)Nc2ccccc2C)cc1	2%	-24%	-8%	8.9µM*	10%	-2%	-1	-1%	-6%	-75%	3.2µM*
O=C(Nc1ccc(F)cc1)c1cc(S(=O)(=O)N2CCCCC2)cs1	-6%	-4%	-20%	0%	3%	-8%	7	-1%	-13%	-54%	35%
CCc1nc(C)cn1S(=O)(=O)c1cc(F)ccc1OC	-3%	-5%	0%	-8%	-2%	0%	-3	-4%	-2%	0%	10%
CCCC(=O)Nc1ccc(-c2cnc(-c3ccc(NC(=O)CCC)cc3)nc2)cc1	-9%	-4%	0%	-5%	9%	4%	1	7%	2%	0%	18%
O=C(/C=C/c1ccccc1[N+](=O)[O-])NCCCN1CCCC1=O	u	-4%	u	2%	-3%	15%	3	5%	22%	31%	2%

Just p53 reactivation and TRPV1 ag, for some of the entries so far:
Compound | p53 reactivation | TRPV1 ag
COc1ccc(NC(=O)c2nc[nH]c2C(=O)Nc2ccccc2C)cc1 | 2% | -1
O=C(Nc1ccc(F)cc1)c1cc(S(=O)(=O)N2CCCCC2)cs1 | -6% | 7

Remaining list, next part:
SMILES	p53 reactivation	NPC1 promoter act	ELG1 repair inh	Gal4-VP16 FLuc	FLuc counter	ELG1 genotox	TRPV1 ag	Tb PFK block	Rab9 prom act	BRCA1 expr act	RORg inh
COCCNS(=O)(=O)c1ccc(C2CNC(=O)C2)cc1 (configuration not stated)	-2%	2%	1%	-5%	1%	0%	x	2%	-7%	1%	-8%
O=c1nc(-c2ccccc2Cl)c2cc(F)ccc2[nH]1	x	-11%	9%	-8%	5%	-2%	3	2%	-3%	-5%	-23%
COc1ccccc1OCCCC(=O)Nc1nccs1	18%	u	u	10%	12µM*	u	7	0%	2.2µM*	u	4%
CC(CCc1ccccc1)NC(=O)CSc1ccccn1 (configuration not stated)	0%	-1%	-1%	5%	1%	0%	3	-4%	-3%	-4%	11%
C=CCOCCN1C(=O)C2C(c3ccccc3)C=CC(c3ccccc3)C2C1=O (configuration not stated)	x	x	x	-19%	-2%	x	20	x	x	-7%	10%
O=c1cc2oc3cc(O)c(O)cc3c(-c3ccccc3O)c-2cc1O	-1%	-4%	u	-30%	u	-4%	17	u	-10%	-32%	-36%
COc1coc(/C=C/C(=O)O)cc1=O	-15%	0%	13%	-1%	-5%	0%	1	-12%	-2%	9%	8%
CCN1CCN(C2CCCCC2NS(=O)(=O)c2ccc(Cl)cc2)CC1 (configuration not stated)	-14%	-1%	11%	-10%	4%	-1%	6	-9%	-1%	-3%	11%
COc1cc(C2Nc3ccccc3C(=O)N2c2ccccc2)ccc1O (configuration not stated)	u	27%	u	4%	-8%	u	5	0%	29%	7.9µM*	-43%
O=[N+]([O-])c1ccc(O)c(/C=N/Nc2nn[nH]n2)c1	17%	-6%	-14%	1%	-11%	-4%	1	-3%	-4%	-6%	u
CCC1(c2ccc(F)cc2)NC(=O)N(CC(=O)NCc2ccc(F)cc2)C1=O (configuration not stated)	-9%	-3%	-12%	9%	-2%	-2%	-3	-4%	0%[1.84 µM]	-2%	2%
CCCS(=O)(=O)c1c(S(=O)(=O)CCC)c2c(C)cccn2c1C(=O)OC	-6%	-2%	u	-2%	-1%	0%	4	-2%	-10%	1%	13%
C(=N\n1cnnc1)/c1ccc(OCc2cccc3ccccc23)cc1	0%	u	u	-1%	u	u	2	-1%	u	32%	19%
COc1ccc(CNC(=O)CN(c2ccc(C(C)=O)cc2)S(=O)(=O)c2ccc(C)cc2)cc1OC	1%	x	12%	x	x	2%	x	1%	x	-6%	x
